Bioassay records (PubChem BioAssay)
ROMK primary: ROMK potassium channel modulators, primary screen, cell-based, thallium flux, MLSMR library. B-score at 10 µM. ATP-sensitive inward rectifier potassium channel 1 (Homo sapiens), P48048. AID 1918, 2009. 130,000 compounds, 2% hits. Tet-inducible ROMK, thallium flux fluorescence; actives lie on both sides;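 active = signal ratio slope over the read window, or its plate-corrected B-score, at least 3 SD from the plate mean, either direction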;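 note: B-score of the F/F0 ratio slope over 7 to 12 s after thallium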
Target sequence (P48048 whole entry, looked up): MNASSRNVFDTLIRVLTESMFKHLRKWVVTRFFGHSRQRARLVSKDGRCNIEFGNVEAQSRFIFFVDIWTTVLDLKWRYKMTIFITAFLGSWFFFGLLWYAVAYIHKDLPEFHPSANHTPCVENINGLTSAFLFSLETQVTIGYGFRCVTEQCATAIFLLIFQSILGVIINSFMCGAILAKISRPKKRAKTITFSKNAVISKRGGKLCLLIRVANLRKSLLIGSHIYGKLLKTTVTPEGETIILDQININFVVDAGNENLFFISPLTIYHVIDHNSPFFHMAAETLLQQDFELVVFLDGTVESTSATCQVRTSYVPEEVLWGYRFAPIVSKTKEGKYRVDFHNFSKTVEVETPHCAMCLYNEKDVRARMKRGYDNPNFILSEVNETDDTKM
PPARg SRC-1 ag: PPARgamma agonists recruiting SRC-1 coactivator, primary screen, biochemical; Peroxisome proliferator-activated receptor gamma (Homo sapiens), P37231; PPARgamma-SRC-1 coactivator recruitment biochemical assay; activation, % at 8 µM; 200,000 compounds, 0.41% hits; in the data active = activation above about 19%;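 note: 0% = DMSO and 100% = reference agonist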
Target sequence (P37231 whole entry, looked up): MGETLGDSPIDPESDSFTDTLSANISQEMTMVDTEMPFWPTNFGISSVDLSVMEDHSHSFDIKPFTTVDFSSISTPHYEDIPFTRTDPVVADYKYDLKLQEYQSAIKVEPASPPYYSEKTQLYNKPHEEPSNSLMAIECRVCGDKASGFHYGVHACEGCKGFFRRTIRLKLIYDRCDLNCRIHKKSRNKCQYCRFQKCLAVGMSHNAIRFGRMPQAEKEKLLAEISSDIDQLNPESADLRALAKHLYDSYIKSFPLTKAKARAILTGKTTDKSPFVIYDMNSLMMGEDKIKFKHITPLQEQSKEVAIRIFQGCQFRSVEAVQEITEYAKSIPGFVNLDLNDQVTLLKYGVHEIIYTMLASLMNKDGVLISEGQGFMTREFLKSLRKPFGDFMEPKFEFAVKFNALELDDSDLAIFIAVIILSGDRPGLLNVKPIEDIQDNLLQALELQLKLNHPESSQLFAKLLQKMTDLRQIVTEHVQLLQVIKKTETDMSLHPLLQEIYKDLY
bIAP inh: bovine intestinal alkaline phosphatase inhibitors, primary screen, selectivity assay for TNAP inhibitor project, biochemical, bovine IAP, CDP-star luminescence | alkaline phosphatase, intestinal [Bos taurus] | purified bovine IAP, 30 min | inhibition, % at 20 µM | 190,000 tested, under 10 active;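 active = over 50% inhibition of intestinal alkaline phosphatase at 20 µM in the single-dose screen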
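Assay system – bovine IAP enzyme · Quantity – bovine IAP at 1/65,000,000 final dilution · Detection – CDP-star luminescence signal · Times – 30 min reaction at room temperature · Also added – CDP-star substrate at 30 µM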
PPARg SRC2 recr: agonists of PPARg-SRC-2 recruitment, primary screen, biochemical, HTS; PPARgamma LBD-SRC-2 recruitment; activation, % at 8 µM; 200,000 compounds, 0.34% hits; Peroxisome proliferator-activated receptor gamma (Homo sapiens), P37231; in the data active = activation above about 22%;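 note: 0% = vehicle and 100% = reference agonist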
DTT redox prof: compounds producing H2O2 with reducing agent – biochemical, NIH compound library profiling, artefact control for MLSCN library redox annotation, primary screen. DTT-dependent redox cycling H2O2, phenol red/HRP absorbance; 100% = 100 µM peroxide control, 0% = buffer. activation, % at 10 µM. 200,000 compounds, 0.03% hits. AID 878, 2007;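 active = activation of at least 50% relative to the plate's high and low controls in the primary single-dose screen; inactive = activation below 50%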;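 note: compound incubated with DTT at 0.8 mM final as the reducing agent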
TLR4-MyD88 BLA: inhibitors of TLR4-MyD88 association in cells, primary screen, cell-based, HeLa CL3-4, BLA complementation, FRET ratio | Toll-like receptor 4 (Homo sapiens) + Myeloid differentiation primary response protein … | HeLa CL3-4 TLR4/MyD88 BLA complementation | inhibition, % at 8.4 µM | 200,000 compounds, 0.18% hits; in the data active = inhibition above about 25%;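 note: 0% = vehicle and 100% = reference inhibitor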
S1P3 antagonist: S1P3 receptor antagonists, primary screen, cell-based. Sphingosine 1-phosphate receptor 3 (Homo sapiens), Q99500. CHO S1P3 NFAT-BLA reporter, FRET fluorescence, antagonist mode. inhibition, % at 4.98 µM. 170,000 compounds, 0.27% hits. AID 485, 2006;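 active = inhibition above the plate cutoff, the mean inhibition of test wells on that plate plus 3 SD, cut at about 28% in these data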;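 note: cells challenged with S1P at its EC80 of 0.8 µM; blue over green emission ratio from cleaved BLA substrate after 4 h stimulation; 0% = S1P-stimulated wells and 100% = unstimulated DMSO-only wells; some compounds past the cut are filed as inactive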
L major viab: Leishmania major promastigote growth inhibition, primary screen. Leishmania major promastigotes, resazurin fluorescence viability. inhibition, % at 10 µM. 200,000 compounds, 9% hits; in the data active = inhibition above about 50%;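 note: promastigotes grown with compound for 44 hours at 28 °C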
PPARg SRC-3 ag: PPARgamma agonists recruiting SRC-3 coactivator, primary screen, biochemical | Peroxisome proliferator-activated receptor gamma (Homo sapiens), P37231 | biochemical PPARgamma/SRC-3 coactivator recruitment assay | activation, % at 8 µM | 200,000 compounds, 0.26% hits | AID 731, 2007; in the data active = activation above about 23%;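 note: 0% = DMSO and 100% = reference agonist; some compounds past the cut are filed as inactive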
bIAP activator: bovine intestinal alkaline phosphatase activators, primary screen, biochemical, bovine IAP, CDP-star luminescence; activation factor at 20 µM; purified bovine IAP, 30 min; active compounds read high; fold of DMSO-control signal, blank-subtracted; alkaline phosphatase, intestinal [Bos taurus]; 200,000 compounds, 0.17% hits; AID 1016, 2008;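 active = activation factor of 2 or more at 20 µM, a signal rise over negative controls twice the positive control's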
TR-FRET SRC-2 ct: TR-FRET signal artefacts, primary screen, artefact control for PPARgamma SRC-2 agonist project, biochemical; AID 1049, 2008; TR-FRET ratio at 8 µM; TR-FRET artefact counter-screen; active compounds read high; 200,000 compounds, 0.4% hits; in the data active = TR-FRET ratio above about 2000; note: inactives centre near 1500
Active calls of the source: *; x = no result given.

SMILES	ROMK primary	PPARg SRC-1 ag	bIAP inh	PPARg SRC2 recr	DTT redox prof	TLR4-MyD88 BLA	S1P3 antagonist	L major viab	PPARg SRC-3 ag	bIAP activator	TR-FRET SRC-2 ct
Cn1c(/N=C/c2cc(Cl)ccc2O)nc2ccccc21	x	4	8	4	2.5	-1	-6	3	13	0.9	1467
CC(=O)Oc1ccc(C)cc1N1C(=O)c2ccc(C(=O)O)cc2C1=O	0.58	12	-2	12	-0.2	-1	7	-7	12	1	1441
CCNC(=O)COC(=O)/C=C/c1cccc([N+](=O)[O-])c1	-0.065	12	-8	0	-0.7	0	-22	-3	1	1.1	1594
C=C(C)COc1ccc(-c2n[nH]c(C)c2-c2ccc(OC)cc2)c(O)c1	x	-9	-19	4	1.9	13	x	47	-7	1.2	1518
O=C(CCNS(=O)(=O)c1cccc2nsnc12)NCc1cccs1	0.54	0	12	3	-0.1	-3	x	-2	11	0.9	1671
Cc1cc(C)nc(SCc2ccc(C(=O)NN=C3C4CC5CC(C4)CC3C5)cc2)n1	x	4	8	-16	0.2	10	5	34	4	0.9	1585
O=C(COc1cccnc1[N+](=O)[O-])N1CCN(C(=O)c2ccco2)CC1	1.8	-1	-10	1	-1.6	-13	-8	-5	4	1.1	1630
Cc1ccccc1NC(=O)/C=C/c1ccc([N+](=O)[O-])s1	-0.96	6	-6	13	-0.1	19	36*	82*	2	1.1	1596
O=C1CC(C(=O)Nc2ccc(F)cc2)S/C(=N\N=C\c2ccco2)N1 (stereo not given)	0.64	-5	11	6	-0.4	12	-9	8	4	0.9	1383
CCOC(=O)CN1CC23C=CC(O2)C(C(=O)NC2CCCC2)C3C1=O (stereo not given)	x	3	4	-5	-0.1	-3	-16	-8	-1	1	1501
CCOc1cc(-c2noc(N)c2C(=O)OC)cc(OCC)c1OCC	0.73	-5	2	-7	0.2	-4	-6	22	-11	1	1585
CCN(C(=O)COC(=O)CNC(=O)c1ccc(C)s1)c1ccccc1	-1.3	3	-12	2	-0.3	-18	-10	-3	5	1.1	1571
COc1ccc(N(CCC#N)S(=O)(=O)c2ccc(Cl)cc2)cc1	-0.36	-6	5	7	-0.1	-10	x	31	1	0.9	1552
COc1ccc(C2=NOC(C(=O)NC(C)C)C2)cc1 (stereo not given)	x	13	6	15	1.0	2	-9	1	10	0.9	1696
CCN(C(=O)c1cc2ccccc2oc1=O)c1cccc(C)c1	0.045	8	14	7	0.0	-7	x	4	6	0.9	1561
CCC(NC(=O)Nc1nnc(C(F)(F)F)s1)(C(F)(F)F)C(F)(F)F	-5.8*	2	1	-2	-0.8	19	x	101*	15	1	1729
CCOC(=O)C(=O)CC(=O)c1ccc2c(c1)OCCO2	-0.92	2	2	-2	-0.5	10	-12	0	0	1	1562
CCC(C)NCCCCOc1cc(C)cc(C(C)C)c1 (stereo not given)	-0.81	1	9	1	-0.6	-9	3	91*	0	0.9	1668
O=C(COc1ccccc1)NC(=S)Nc1cccc([N+](=O)[O-])c1	0.33	8	7	5	-0.1	16	-10	-7	1	0.9	1632
COc1cc2c(cc1OC)CN(Cc1cc(=O)n3c(-c4ccccc4)csc3n1)CC2	-0.5	-4	-5	-10	-2.0	-3	-10	8	-2	1	1299
CC(C)(C)NC(=O)C(c1ccc(F)cc1)N(Cc1ccco1)C(=O)Cn1nnc(-c2cccs2)n1 (stereo not given)	x	-9	-3	-4	1.9	9	x	-3	-8	1	1293
CCOc1ccccc1NC(=O)CN(c1ccc(OC)cc1)S(=O)(=O)c1c(C)noc1C	x	9	-4	1	-0.1	13	24	31	6	1	1542
CC(C)CC1NC(=O)N(CC(=O)N2CCN(S(=O)(=O)c3ccc4ccccc4c3)CC2)C1=O (stereo not given)	x	1	9	5	3.0	3	x	-5	5	0.9	1588
CCN1CCN(c2ccc(S(=O)(=O)N(CC)CC)cc2[N+](=O)[O-])CC1	-0.025	5	24	2	-0.2	9	5	95*	3	0.8	1584
CCOC(=O)C(NC(C)=O)(Nc1ccc(S(=O)(=O)Nc2nccs2)cc1)C(F)(F)F (stereo not given)	0.54	-1	-7	7	-0.3	12	-4	-7	-15	1.1	1549

Structures above marked active in S1P3 antagonist:
Structure | ROMK primary | bIAP inh | DTT redox prof | TLR4-MyD88 BLA | S1P3 antagonist | bIAP activator
Cc1ccccc1NC(=O)/C=C/c1ccc([N+](=O)[O-])s1 | -0.96 | -6 | -0.1 | 19 | 36* | 1.1

The results go on.
SMILES	ROMK primary	PPARg SRC-1 ag	bIAP inh	PPARg SRC2 recr	DTT redox prof	TLR4-MyD88 BLA	S1P3 antagonist	L major viab	PPARg SRC-3 ag	bIAP activator	TR-FRET SRC-2 ct
CC(C)COC(=O)c1ccc2c(c1O)C(=O)c1ccccc1C2=O	0.77	2	29	3	0.1	18	x	8	7	0.7	1534
COc1ccc(C(=O)NCCSCc2ccc(C)cc2)cc1	x	-6	16	-5	2.4	1	x	0	2	0.8	1463
Cc1ccccc1N=Cc1c(O)n(-c2nccs2)c(=O)c2ccccc12	-0.015	5	-3	7	-0.6	7	-20	9	7	1	1693
C=CCn1c(SCC(=O)N2CCCC2)nc2scc(-c3cccs3)c2c1=O	0.3	4	1	9	0.0	-9	x	-1	3	1	1606
Cc1nc(=O)c(-c2ccccc2)c(C)n1Cc1ccccc1	0.59	-5	10	-4	0.5	-10	-10	-5	-2	0.9	1259
C=CCNc1nc(Nc2ccc(OC)cc2OC)nc(OCC)n1	0.15	2	15	0	1.4	0	22	23	-12	0.8	1481
CC(=O)Oc1c(Cl)c(N2CCOCC2)c(OC(C)=O)c2ccccc12	-2.3	-10	7	-5	-0.6	-5	-18	15	0	0.9	1510
O=C1CCC(C(=O)N(c2ccccc2)C2(C(=O)NC3CCCCC3)CCCCC2)N1 (stereo not given)	-0.51	12	-4	11	-3.6	-1	x	7	7	1	1590
COc1ccc(-c2[nH]ncc2CN(C)Cc2cnccn2)c(OC)c1	1.2	0	-2	-1	-1.5	-5	4	3	5	1	1521
O=C(CCNC(=O)c1ccccc1)Nc1ccc(F)c(Cl)c1	x	3	2	5	0.3	3	1	-5	2	1	1724
CCc1ccccc1NC(=O)CN(c1ccc(OC)cc1OC)S(=O)(=O)c1ccccc1[N+](=O)[O-]	-0.59	0	-1	-1	-0.8	11	9	28	6	1	1578
O=C1CN(C(=O)COc2ccc(Br)cc2Br)c2ccccc2N1	-0.39	1	8	0	-0.3	12	7	17	-3	0.9	1501
COc1ccc(C)cc1NC(=O)CSc1ccc(Cl)cc1	-1.6	1	-8	2	0.1	-15	7	-6	0	1.1	1405
CCOC(=O)N1CCC(NC(=O)c2cc(C(=O)NCC(OC)OC)ccc2CO)CC1	0.29	-1	-3	6	0.4	8	x	-7	-12	1	1405
Nc1nonc1C(=O)N/N=C/c1ccc(-c2ccc(Cl)c(C(=O)O)c2)o1	0.17	-4	16	3	0.5	-1	-15	-5	0	0.8	1576
Cc1ccsc1C1C(C#N)=C(N)Oc2n[nH]c(C)c21 (stereo not given)	-1.1	8	-1	13	-0.9	-2	-6	48	2	1	1701
Cc1cc2nc(C3CCCN(C(=S)Nc4ccccc4C)C3)[nH]c2cc1C (stereo not given)	x	-2	12	9	0.7	-1	x	5	8	0.9	1466
O=C(c1cc(S(=O)(=O)N2CCOCC2)ccc1F)N1CCN(Cc2ccccc2)CC1	x	-1	1	-3	-0.3	0	13	-6	-6	1	1592
Cc1ccc(NC(=O)c2ccc(OC(=O)c3ccco3)cc2)cc1	x	3	4	5	1.1	-5	13	-4	9	1	1729
O=C(Cc1ccccc1)NCc1n[nH]c(=S)n1-c1ccc(Br)cc1	x	2	1	2	-0.6	-1	-6	-5	4	1	1643
Cc1nn(Cc2ccc(F)cc2)c(C)c1NC(=O)c1cnn2c1NC(c1ccccc1)CC2C(F)(F)F (stereo not given)	-0.72	2	6	4	0.0	-3	x	73*	-1	0.9	1639
CC(=O)c1ccc(NC(=O)N[C@@H](Cc2ccccc2)C(=O)O)cc1	0.65	5	-9	0	1.2	5	-20	-5	-1	1.1	1644

One compound at a time, as listed above. Screens in order: ROMK primary	PPARg SRC-1 ag	bIAP inh	PPARg SRC2 recr	DTT redox prof	TLR4-MyD88 BLA	S1P3 antagonist	L major viab	PPARg SRC-3 ag	bIAP activator	TR-FRET SRC-2 ct
Cc1ccsc1C1C(C#N)=C(N)Oc2n[nH]c(C)c21 (stereo not given) across the screens: -1.1	8	-1	13	-0.9	-2	-6	48	2	1	1701
O=C(CCNC(=O)c1ccccc1)Nc1ccc(F)c(Cl)c1 across the screens: x	3	2	5	0.3	3	1	-5	2	1	1724
COc1ccc(C(=O)NCCSCc2ccc(C)cc2)cc1 across the screens: x	-6	16	-5	2.4	1	x	0	2	0.8	1463
Nc1nonc1C(=O)N/N=C/c1ccc(-c2ccc(Cl)c(C(=O)O)c2)o1 across the screens: 0.17	-4	16	3	0.5	-1	-15	-5	0	0.8	1576
Cc1ccccc1N=Cc1c(O)n(-c2nccs2)c(=O)c2ccccc12 across the screens: -0.015	5	-3	7	-0.6	7	-20	9	7	1	1693
